Assay outcomes as filed in PubChem BioAssay.
FXIIa inh 1536: human FXIIa protease inhibitors, primary screen, biochemical, 1536-well. AID 800, 2007. Coagulation factor XII (Homo sapiens), P00748. 0.3% of 220,000 active. purified FXIIa, Boc-QGR-AMC fluorogenic substrate, 2 h. inhibition, % at 5 µM; in the data active = inhibition above about 40%;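 note: 0% = enzyme with no compound and 100% = blank without enzyme; many of its hits are not listed in these tables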
Target sequence (P00748 20-372 limits assumed): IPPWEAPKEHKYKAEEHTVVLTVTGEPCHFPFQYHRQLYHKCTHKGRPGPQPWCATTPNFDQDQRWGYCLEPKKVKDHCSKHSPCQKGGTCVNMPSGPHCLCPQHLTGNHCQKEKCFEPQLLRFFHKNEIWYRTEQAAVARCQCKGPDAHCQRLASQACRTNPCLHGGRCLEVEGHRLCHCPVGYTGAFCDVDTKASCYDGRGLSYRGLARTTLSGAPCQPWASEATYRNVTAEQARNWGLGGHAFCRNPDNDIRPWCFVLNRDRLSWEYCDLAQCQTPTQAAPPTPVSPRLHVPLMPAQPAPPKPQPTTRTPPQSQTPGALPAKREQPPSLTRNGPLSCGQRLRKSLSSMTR
Target sequence (P00748 373-615 limits assumed): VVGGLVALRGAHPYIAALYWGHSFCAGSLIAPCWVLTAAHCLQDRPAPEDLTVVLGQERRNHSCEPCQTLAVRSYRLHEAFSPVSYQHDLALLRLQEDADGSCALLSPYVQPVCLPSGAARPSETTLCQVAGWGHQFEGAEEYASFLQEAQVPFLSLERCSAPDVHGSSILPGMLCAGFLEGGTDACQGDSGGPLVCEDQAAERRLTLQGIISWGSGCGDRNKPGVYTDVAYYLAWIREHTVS
FXIa inh: human FXIa protease inhibitors, primary screen, biochemical, 1536-well; Coagulation factor XI (Homo sapiens), P03951; purified FXIa, Boc-Glu-Ala-Arg-AMC fluorogenic substrate; inhibition, % at 5 µM; 0.14% of 220,000 active;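 active = inhibition of at least 40%; inactive = inhibition below 40%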;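 note: fluorescence of freed AMC excited at 355 nm; 0% = enzyme without compound and 100% = no enzyme blank; many of its hits are not listed in these tables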
Cl transport mod: KCC2 cotransporter modulators, thallium flux, primary screen, cell-based, HEK293 KCC2, FluoZin-2 fluorescence, MLSMR. KCC2 cells, thallium flux FluoZin-2 fluorescence. Solute carrier family 12 member 5 (Homo sapiens), Q9H2X9. 2.2% of 190,000 active. B-score of Tl+ flux slope (higher = more flux/activation; lower = inhibition) at 10 µM;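 active = thallium flux slope and its plate-corrected score both differing from the plate sample mean at a set confidence after two filtering rounds, in either direction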;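 note: slope of fluorescence scaled to starting intensity during 10 to 20 s after thallium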
Rad51 HR inh: human RAD51 strand exchange inhibitors, primary screen, biochemical, fluorescence; 0.085% of 200,000 active; DNA repair protein RAD51 homolog 1 (Homo sapiens), Q06609; inhibition, % at 10 µM; AID 1385, 2008; hRad51 DNA strand exchange, fluorescence dequenching;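 active = inhibition above 40% at the single screening dose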;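 note: 0% = DMSO control wells and 100% = blanks with heterologous ssDNA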
Target sequence (Q06609 whole entry, looked up): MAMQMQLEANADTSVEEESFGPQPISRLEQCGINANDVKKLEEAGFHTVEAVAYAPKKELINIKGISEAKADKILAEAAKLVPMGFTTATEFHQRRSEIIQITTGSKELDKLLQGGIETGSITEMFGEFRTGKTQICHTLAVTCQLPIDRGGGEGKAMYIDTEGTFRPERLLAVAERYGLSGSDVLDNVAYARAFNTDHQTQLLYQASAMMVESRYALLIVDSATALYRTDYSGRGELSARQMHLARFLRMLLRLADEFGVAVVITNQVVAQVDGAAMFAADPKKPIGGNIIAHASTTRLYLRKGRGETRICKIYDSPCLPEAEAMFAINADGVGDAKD
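Read-out basis: percent inhibition relative to plate controls and blanks / Assay system: human Rad51 nucleoprotein filaments preassembled on unlabelled ssDNA / Timing: filaments 15 min 37 °C, then compound 30 min / Control set: per-plate controls and blanks / Technique: fluorescence dequenching at 485/520 nm / Compound: 10 µM final, single point / Also added: Fluorescein- and BHQ1-tagged 47-mer duplex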
PERK inhibitor: block of dimerizer-induced PERK translation repression, primary screen, PERK inhibitor project, CHO PERK-DD cells, SEAP luminescence, HTS; CHO PERK-DD fusion, SEAP luminescence translation reporter; inhibition, % at 5.6 µM; Eukaryotic translation initiation factor 2-alpha kinase 3 (Homo sapiens), Q9NZJ5; 0.17% of 220,000 active;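 active = inhibition above the mean inhibition of all tested compounds plus 3 SD, set separately per screening campaign, cut at about 2.9% in these data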;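 note: PERK kinase domain activated by AP20187 dimerizer at 100 nM; 0% = DMSO with dimerizer and 100% = rapamycin at 8.4 µM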
Calpain2 inh: inhibitors of pig calpain II, primary screen, biochemical, fluorogenic peptide substrate, 1536-well. purified calpain II, 30 min. inhibition, % at 16 µM. 0.37% of 220,000 active;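 active = inhibition above about 50%, limit read from the data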
KLK5 inh: human KLK5 protease inhibitors, primary screen, biochemical, 1536-well. inhibition, % at 5 µM. 0.59% of 210,000 active. AID 873, 2007. recombinant hK5, fluorogenic AMC substrate cleavage;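 active = inhibition of 40% or more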;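 note: 0% = enzyme controls without compound and 100% = no-enzyme blanks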
thrombin 1536: human alpha-thrombin inhibitors, primary screen, counter-screen for coagulation protease inhibitor project, biochemical, 1536-well, fluorogenic AMC substrate | AID 1046, 2008 | Boc-VPR-AMC fluorogenic substrate cleavage | inhibition, % at 5 µM | 0.26% of 220,000 active | Prothrombin (Homo sapiens), P00734;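 active = inhibition at or above 40%; inactive = inhibition below 40%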;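 note: 0% = enzyme with no compound and 100% = wells without enzyme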
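System – human alpha-thrombin protein · Reagent – Boc-VPR-AMC substrate, 15 µM final · Compound – 5 µM single dose in 0.2% DMSO · Schedule – reaction at room temperature · Technique – AMC fluorescence at 355 nm excitation and 460 nm emission · Read-out basis – % inhibition relative to enzyme controls and enzyme-free blanks · Control set – no-compound enzyme wells and no-enzyme blanks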
Furin inhibitor: human furin inhibitors, primary screen, biochemical, fluorescence intensity | P09958 | purified furin, fluorogenic substrate cleavage | inhibition, % at 30 µM | 0.061% of 220,000 active; in the data active = inhibition above about 25%; note: inactives centre near -15
* marks the source's active call; other numbers are inactive results; . = not tested or not shown; [ ] = dose if it differs, or a comment.

SMILES	FXIIa inh 1536	FXIa inh	Cl transport mod	Rad51 HR inh	PERK inhibitor	Calpain2 inh	KLK5 inh	thrombin 1536	Furin inhibitor
CN1OC2C(=O)N(c3ccccc3)C(=O)C2C1c1ccc(F)cc1 (stereo unspecified)	1	-6	-0.28	3	0.9	-2	-24	-7	-13
Cc1sc2nc(SCC(=O)NCCOCCO)nc(N)c2c1C	12	0	0.056	-8	-0.1	-22	-2	6	-27
CCn1cc(/C=N/NC(=O)c2ccc3c(c2)OCO3)c(C)n1	1	-5	-0.3	-3	0.4	-22	-10	-7	-18[20 µM]
Cc1ccc(S(=O)(=O)N(C)C)cc1NC(=O)CCNC(=O)c1ccccc1Cl	-4	-5	0.59	-10	0.3	2	11	17	-11
COc1ccccc1N1N=C(C(=O)c2ccccc2)C2C(=O)N(c3ccc(Br)cc3)C(=O)C21 (stereo unspecified)	13	5	.	-352	-0.1	-43	4	3	6
CC(=O)Nc1cc(N=Cc2ccc(O)cc2O)c(Cl)cc1Cl	4	6	-0.92	-6	1.1	-32	-13	-5	-23
CC1=C(C)CC(C(=O)Nc2nc(-c3ccc(C)cc3C)c(C)s2)C(C(=O)O)C1 (stereo unspecified)	2	-8	0.99	4	0.4	-27	9	-10	-16
CCc1nnc(NC(=O)C(=O)NCCOC(=O)c2ccccc2)s1	7	-1	0.99	-5	0.7	-11	-1	1	-8[20 µM]
Cn1c(N)c(C(=O)COC(=O)CCc2nc3ccccc3s2)c(=O)n(C)c1=O	10	-4	0.028	-1	-0.2	-9	-1	-4	-22
Cc1cc(=O)[nH]c(SCC(N)=O)c1C#N	-2	-6	0.49	2	-0.1	-12	7	-4	-10
COc1ccc(OCC(=O)Nc2ccc3c(c2)nc(CCN2CCOCC2)n3C)cc1	11	-3	0.055	8	-0.8	0	13	-3	-21
COc1ccc(N(C(=O)C(C)C)S(=O)(=O)c2cccc([N+](=O)[O-])c2)cc1	3	-9	-0.44	21	0.6	-13	-16	-6	-19
Cc1cc(C)n(-c2nc3ccccc3s2)n1	6	-2	-0.35	-1	0.1	-18	0	-6	-33
COC(=O)CNC(=O)c1cc(OC)cc(OC)c1	1	-3	.	5	0.2	-19	-2	-6	-31
COc1ccc(C)cc1S(=O)(=O)Nc1ccc(F)c(Cl)c1	4	2	-0.53	-3	0.2	-2	-21	1	-12[20 µM]
O=C(NC1CCN(Cc2ccccc2)CC1)c1ccc(N2CC3CC(C2)c2cccc(=O)n2C3)c([N+](=O)[O-])c1 (stereo unspecified)	0	-4	0.053	-1	0.2	-9	-5	-7	-6
Cc1cc(N2CCOCC2)n2ncc(-c3ccccc3)c2n1	13	4	-1.4	-2	0.3	-29	4	0	-8[20 µM]
COc1cccc(C(=O)Nc2cc(=O)n(C)c(=O)n2C)c1	10	2	-0.099	-3	.	-31	2	-4	-20
COc1ccc(CCNC(=O)CSc2nc(-c3ccco3)cc(C(F)(F)F)n2)cc1	14	0	-0.42	-11	0.1	9	10	1	-2
c1ccc(CCc2nn3c(-c4ccncc4)nnc3s2)cc1	5	5	-2.5	1	-0.5	-9	-15	-1	-17[20 µM]
N=c1n(Cc2ccc(Cl)cc2)c2ccccc2n1CC(O)c1ccco1 (stereo unspecified)	5	-6	0.091	-14	-0.8	3	-23	-2	-29
Cn1nnnc1NCc1ccc(Cl)cc1	3	-6	0.45	5	0.4	0	-7	1	-17
Cc1ccc(N2C(=O)CS(=O)(=O)CC2=O)cc1	6	-1	0.35	-18	0.8	-15	-2	5	-11
CC(C)=CC1C(C(=O)Nc2ccc(Br)cn2)C1(C)C (stereo unspecified)	3	-7	0.2	.	0.1	53*	-7	13	-30
CCn1c(NC(=O)c2ccccc2)nc2ccccc21	-3	-4	31*	12	-1.7	-11	-9	-5	-13
Next part.
SMILES	FXIIa inh 1536	FXIa inh	Cl transport mod	Rad51 HR inh	PERK inhibitor	Calpain2 inh	KLK5 inh	thrombin 1536	Furin inhibitor
COC(=O)c1ccc2c(c1)C(=O)/C(=C/c1ccc(C)cc1)O2	14	10	0.75	10	1.0	-11	-8	-2	-27
Cc1cccc(OCC(=O)Nc2ccccc2F)c1	7	-3	0.92	1	0.6	-7	-3	-3	-23
Cn1cc(Br)c(C(=O)NC(=S)N2CCN(c3ccccn3)CC2)n1	5	1	0.27	.	0.5	-3	-9	-5	-5
O=C(NCCc1ccccc1)C1CCN(C2CCN(Cc3ccco3)CC2)CC1	12	2	-0.03	-1	0.6	17	.	1	-25
Cc1nc(SCc2ccccc2)nc2c1CCC2	-3	-4	-0.54	11	-0.1	-2	-20	0	-10
Cc1cc(C)cc(OCC(=O)OCc2nnc(-c3ccccc3)o2)c1	1	-1	-0.084	7	1.0	-20	-14	3	-12
COc1ccc(C2c3c(oc4ccc(Cl)cc4c3=O)C(=O)N2Cc2ccco2)cc1OC (stereo unspecified)	16	8	-0.27	-8	0.3	41	-18	2	-28
Cc1ccc(C)c(NC(=S)NC23CN4CN(CN(C4)C2)C3)c1	6	-3	-0.55	2	1.1	-38	-3	-1	-34
Cn1c(/N=C/c2ccc3c(c2)OCO3)nc2ccccc21	6	7	-3.1*	3	0.5	2	3	13	-29
Cc1cc(O)c(NC(=O)c2cc([N+](=O)[O-])ccc2Cl)cc1C	0	-5	-2.4	19	-0.4	-27	8	-14	-16
Cc1ccc(CCN2CC(C(=O)NCc3ccc4c(c3)OCO4)CC2=O)cc1 (stereo unspecified)	1	-3	-0.88	.	0.6	-11	-4	-8	-8
COc1ccc(S(=O)(=O)NCC(c2cccnc2)N2CCN(c3ccc(F)cc3)CC2)cc1C (stereo unspecified)	12	5	-0.96	10	-1.3	3	-25	2	-9[20 µM]
Cc1cccc(N(C)S(=O)(=O)c2ccc3c(c2)NC(=O)CC(=O)N3)c1	9	0	-0.00063	3	0.7	13	-5	3	-16
COc1ccc(NC(=S)NCc2ccco2)c(OC)c1	12	0	.	14	-0.1	-4	0	3	2[20 µM]
Cc1ccc(NC(=O)N2CCN(Cc3ccc4c(c3)OCO4)CC2)cc1	6	-1	.	-4	-0.8	-8	-5	-1	-23[20 µM]
COC(=O)CCC(=O)c1oc2ccc(Cl)cc2c1NC(=O)CCCN1C(=O)c2ccccc2C1=O	26	5	-0.011	.	0.5	2	-7	4	-13
O=C(NC1(C(F)(F)F)N=C(c2ccccc2)NC1=O)c1ccccc1 (stereo unspecified)	7	4	1.5	9	0.3	16	-10	-1	-15
CC(=O)c1ccc(N2CCN(CC(=O)N(CC(C)C)c3c(N)n(CC(C)C)c(=O)[nH]c3=O)CC2)cc1	5	-1	1	-118	0.5	-20	-2	-2	-22
Cc1nn(-c2cc(N3CCCC3)ccc2[N+](=O)[O-])c(=O)c2ccccc12	21	15	-1.5	1	-1.6	14	32	22	-4[20 µM]
Cc1c(Br)c([N+](=O)[O-])nn1CC(=O)Nc1ccc(Cc2ccncc2)cc1	7	2	-0.042	.	-0.9	0	-8	0	-15
OC1O[C@H](c2ccc3c(c2)OCO3)[C@H]2CO[C@H](c3ccc4c(c3)OCO4)[C@@H]12 (stereo partly specified)	6	-2	0.034	5	.	-6	0	-8	-9
CC(C)(C)c1cc(NC(=O)COC(=O)c2ccc3c(=O)n4c(nc3c2)CCC4)n(-c2ccccc2)n1	12	-6	.	4	0.8	-88	-13	4	6
COc1ccc(C(=O)C2CCCN(C(=O)c3cc4nc(C)cc(C)n4n3)C2)cc1F (stereo unspecified)	9	-1	1.1	-3	-0.2	-26	4	-1	-19
OC(CN(c1ccccc1)c1ccccc1)Cn1cnc2ccccc21 (stereo unspecified)	-10	-11	.	.	-0.7	8	0	-6	-16
CCOC(=O)c1ccccc1NS(=O)(=O)c1ccc(C)cc1	27	4	-1.5	-2	1.0	4	-7	2	-13[20 µM]
Next part.
SMILES	FXIIa inh 1536	FXIa inh	Cl transport mod	Rad51 HR inh	PERK inhibitor	Calpain2 inh	KLK5 inh	thrombin 1536	Furin inhibitor
Oc1ccccc1Nc1ccccn1	8	2	0.59	1	0.8	-16	3	1	-27
Cn1c(=O)c2ncn(CC(=O)N/N=C/C=C/c3ccccc3)c2n(C)c1=O	4	-3	-0.29	3	0.6	-18	-4	6	-28
Cc1ccc(S(=O)(=O)N(C)C)cc1NC(=O)[C@H](Cc1ccccc1)N1C(=O)c2ccccc2C1=O	15	7	2	-4	0.0	4	-10	-2	-21
CCc1ccc(NC(=O)CSc2nnc(Cc3cccn3C)n2-c2ccc(OC)cc2)cc1	12	-1	-0.4	-4	0.1	13	-2	-4	-13
Cc1ccc2c(c1)c1nc3ccccc3nc1n2CCN1CCOCC1	21	6	-0.025	2	-0.6	-13	1	8	-12
Cc1ccc(S(=O)(=O)N2CCC(C)CC2)c([N+](=O)[O-])c1	.	-2	-1.1	8	1.4	-6	-4	-6	-28
O=C(CCc1ccccc1)Nc1nc2n(n1)C(c1ccccc1)CC(=O)N2 (stereo unspecified)	1	-4	.	1	1.5	-23	-1	-5	-17
C/C(=N\NC(=O)CNc1cccc(C)c1)c1ccc(Br)s1	10	3	0.077	8	0.1	-2	-17	-12	-12
Cc1ccc(/C=N/N=C2\SCC(=O)N2CC2CC2)cc1	5	0	0.028	7	-0.8	-11	-3	-4	-18
Cc1ccc(Nc2nc3c([nH]2)c(=O)[nH]c(=O)n3C)cc1	12	-5	-0.63	.	0.8	-13	-1	-5	-19[20 µM]
CCOC(=O)C1=C(C)Nc2nc(C)nn2C1c1ccc(OCC)c(OC)c1 (stereo unspecified)	11	3	1.2	.	1.0	14	2	-1	-22
COc1ccc(-c2noc(COc3ccccc3OC)n2)cc1OC	2	-4	-1.2	-4	-0.2	11	-7	-8	-19
COc1cc(/C=N/Nc2ccccn2)ccc1O	11	2	1.6	.	0.4	21	-1	-3	0
CNCC(O)Cn1c(C(F)(F)F)nc2ccccc21 (stereo unspecified)	-1	-1	0.39	4	0.1	-10	-7	-3	-13[20 µM]
CCCOc1ccc(CCN2CCC(=O)NC2=O)cc1C	13	1	.	3	-0.2	-20	-6	1	-19
Cc1sc(NC(=O)Cn2nc(C(F)(F)F)cc2C)c(C(=O)OC(C)C)c1C	24	14	0.91	-2	1.1	-109	-15	2	4[20 µM]

Part of the list above in order of molar mass, highest first:
SMILES	FXIIa inh 1536	FXIa inh	Cl transport mod	Rad51 HR inh	PERK inhibitor	Calpain2 inh	KLK5 inh	thrombin 1536	Furin inhibitor
O=C(CCc1ccccc1)Nc1nc2n(n1)C(c1ccccc1)CC(=O)N2 (stereo unspecified)	1	-4	.	1	1.5	-23	-1	-5	-17
Cc1ccc2c(c1)c1nc3ccccc3nc1n2CCN1CCOCC1	21	6	-0.025	2	-0.6	-13	1	8	-12
Cc1ccc(S(=O)(=O)N2CCC(C)CC2)c([N+](=O)[O-])c1	.	-2	-1.1	8	1.4	-6	-4	-6	-28

Not all compounds are listed; count on the stated rates, not on these rows.
